EPAC1 antag – antagonists of human EPAC1. EPAC1 GEF assay, Rap1b-BODIPY-GDP exchange fluorescence. Potency, µM (highest dose often 115 µM), inactives show at the highest dose activity change, negative = inhibition, hits mostly inhibitors. 360,000 compounds, 0.14% hits. AID 720709;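 note: potency is the fitted concentration of half-maximal effect; plate controls were vehicle for no effect and positive control for full effect; nearly all actives have a fitted effect of over 50% in size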
GLP1R inv ag – acts as inverse agonist at human GLP-1 receptor. HEK293 GLP-1R CRE-luciferase, luminescence, 24 h; GLP-1R form is constitutively active. P43220. Potency, µM (highest dose often 38.3 µM), for inactives: at the highest dose activity change, negative = inhibition, hits mostly inhibitors. 410,000 compounds, 1.6% hits. AID 624417; note: potency is the fitted concentration of half-maximal effect; % is set by controls: 0 for no effect and ±100 for the full control effect; nearly all actives have a fitted effect of over 55% in size
Target sequence (P43220 whole entry, looked up): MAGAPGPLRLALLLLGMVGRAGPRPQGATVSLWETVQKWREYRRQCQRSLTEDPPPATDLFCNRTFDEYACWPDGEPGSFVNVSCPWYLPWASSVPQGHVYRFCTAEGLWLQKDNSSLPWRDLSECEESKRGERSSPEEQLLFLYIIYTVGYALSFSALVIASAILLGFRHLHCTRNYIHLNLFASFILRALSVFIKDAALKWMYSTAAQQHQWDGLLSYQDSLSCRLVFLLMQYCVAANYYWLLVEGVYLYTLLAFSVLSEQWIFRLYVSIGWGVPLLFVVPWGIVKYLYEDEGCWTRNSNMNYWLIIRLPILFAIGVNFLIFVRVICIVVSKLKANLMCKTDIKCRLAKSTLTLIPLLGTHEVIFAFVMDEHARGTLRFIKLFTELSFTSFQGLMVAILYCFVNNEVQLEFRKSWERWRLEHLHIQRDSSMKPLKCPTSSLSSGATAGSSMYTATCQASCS
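Cells are plated, allowed 12 hours at 37 deg C, then treated with compounds for 24 hr before luciferase detection reagent is added and luminescence is read after 12 min at room temperature. The HEK293 line carries constitutively active GLP-1R with a cAMP-responsive reporter.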
GLP-1R agonist – agonists of human GLP-1 receptor. P43220. HEK293 GLP-1R CRE-luciferase, luminescence, 4-6 h; cells express a hypersensitive GLP-1R form. Potency, µM (titrated, usually from 45.6 µM), for the others: at the top dose activation, usual class: activators. 380,000 compounds, 0.007% hits; note: potency is the fitted concentration of half-maximal effect; % of control where 0% means no effect
EPAC1 agonist – activates human EPAC1 exchange factor | AID 720707 | 360,000 compounds, 0.073% hits | EPAC1 agonist qHTS, biochemical assay; response scale: 100% = response to 6.5 mM cAMP | Potency, µM (top dose mostly 154 µM), inactives show at the top dose activation, most hits filed as activators | O95398; note: potency is the fitted concentration of half-maximal effect; nearly all actives have a fitted effect of over 60% in size
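Nucleotide exchange assay: 100 nM EPAC1 with 250 nM Rap1B loaded with BODIPY-GDP and 50 uM GDP, room temperature. Fluorescence (480/540 nm) read every 5 min for 30 min; signal change normalized to 6.5 mM cAMP as full agonist.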
HEK293 tox – cytotoxic in the GLP-1 receptor inverse agonist counter-screen; HEK293 cAMP-luciferase reporter cells, luminescence, 24 h; Potency, µM (highest dose often 38.3 µM), for inactives: top-dose activity change, negative = inhibition, usual class: inhibitors; 410,000 compounds, 0.13% hits;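 note: loss of luciferase light is scored as toxicity; potency is the fitted concentration of half-maximal effect; % is set by controls: 0 for no effect and ±100 for the full control effect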
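Luminescence readout: signal drop marks cytotoxicity. Plated cells grew 12 h at 37 °C, 5% CO2, received 23 nL compound for 24 h, then got luciferase reagent, read after 12 min at RT.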
PLK1 PBD block – PLK1 (human) polo-box domain binding inhibition; Plk1 PBD binding of FITC phosphopeptide, fluorescence polarization; Potency, µM, for inactives: max response, negative = inhibition, hits mostly inhibitors; 360,000 compounds, 2.8% hits; note: potency is the fitted concentration of half-maximal effect; series mostly up to about 57 µM; % is set by controls: 0 for no effect and ±100 for the full control effect; nearly all actives have a fitted effect of over 65% in size
IL2 activator – activates IL-2 in a cell-based reporter assay; IL-2 activation reporter assay, cell-based qHTS; stimulated with anti-CD3/CD4/CD28 beads; in transgenic mouse T cells; activation, % (series mostly up to about 46 µM); 360,000 compounds, 0.065% hits; in the data active = activation above about 50%; inconclusive = mostly about 30% to 49%; note: 0% is about no effect
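Unstimulated transgenic mouse T cells preincubated 60 min with compound, then stimulated with anti-CD3/anti-CD4-coated beads plus anti-CD28 for 18 h at 37 degrees C. IL-2 response read as EGFP and DsRed fluorescence by plate cytometry.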
PI5P4K alpha inh – inhibitors of human PI5P4K alpha. PI5P4Kalpha enzyme, ADP-Glo luminescence, 60 min; hits give low values. P48426. AID 652105. 330,000 compounds, 1.2% hits. max response, %; active = max response of -50% or lower; inconclusive = between -30% and -50%; inactive = -30% or higher; note: value at the top dose of about 77 µM; % is set by controls: 0 for no effect and ±100 for the full control effect
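Single end-point luminescence (ADP-Glo) quantified ADP from PI5P4Kalpha turnover; ATP 5 microM final, 1 h at RT, 0.1% CHAPS and 0.28 mM EGTA in HEPES pH 7.4.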
PTHR1 agonist – activates the human parathyroid hormone receptor PTHR1 | HEK293 GP2 PTHR1 cells, GloSensor cAMP luminescence, 1 h | Potency, µM (doses to about 115 µM), for inactives: top-dose activation, most hits filed as activators | Q03431 | 410,000 compounds, 0.075% hits; note: potency is the fitted concentration of half-maximal effect; nearly all actives have a fitted effect of over 55% in size; some results filed as inactive show a strong effect at the top dose; inactives centre near -15; many of its hits are not listed in these tables
Target sequence (Q03431 whole entry, looked up): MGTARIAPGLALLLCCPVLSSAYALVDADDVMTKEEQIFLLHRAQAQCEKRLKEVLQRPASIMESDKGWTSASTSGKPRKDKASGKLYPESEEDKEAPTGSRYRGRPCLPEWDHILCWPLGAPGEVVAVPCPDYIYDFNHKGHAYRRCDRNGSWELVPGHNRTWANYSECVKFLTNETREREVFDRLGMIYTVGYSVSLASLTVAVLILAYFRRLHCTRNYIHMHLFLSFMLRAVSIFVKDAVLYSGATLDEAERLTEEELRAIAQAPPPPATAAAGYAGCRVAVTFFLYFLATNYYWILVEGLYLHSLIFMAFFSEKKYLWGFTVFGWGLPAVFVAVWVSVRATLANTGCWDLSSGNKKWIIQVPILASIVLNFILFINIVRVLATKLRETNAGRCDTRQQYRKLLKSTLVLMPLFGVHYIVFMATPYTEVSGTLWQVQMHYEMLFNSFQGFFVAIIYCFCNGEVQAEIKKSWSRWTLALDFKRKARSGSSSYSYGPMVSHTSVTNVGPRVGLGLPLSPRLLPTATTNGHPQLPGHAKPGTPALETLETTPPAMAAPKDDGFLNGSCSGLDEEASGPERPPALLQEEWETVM
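HEK-293-derived GP2 cells expressing PTHR1 and a GloSensor cAMP reporter, 3,000/well, plated overnight, given luciferin plus IBMX (each 0.5 mM as added) for 1 h at 37 °C, then compound for 1 h at 37 °C. Luminescence was read after 15 min at room temperature.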
Active calls of the source: *; i = inactive; u = inconclusive; x = no result given; [ ] = another dose, or the depositor's remark. Unless noted, calls come from the whole dose curve; as a rule, active = well fitted curve in the direction sought with a large enough effect; inconclusive = small, poorly fitted or top-dose-only effect, or another doubt; inactive = no such curve, though single readings can be large; an effect the other way counts as inactive or inconclusive. An excerpt, so the mix of outcomes need not match the whole.

SMILES	EPAC1 antag	GLP1R inv ag	GLP-1R agonist	EPAC1 agonist	HEK293 tox	PLK1 PBD block	IL2 activator	PI5P4K alpha inh	PTHR1 agonist
CCCC1CCC(c2nc(-c3cccnc3)no2)CC1 (configuration not stated)	-9%	9%	-1%	8%	3%	-2%	0.4	x	i
Cc1cc(-c2cccs2)c(C#N)c(=S)[nH]1	-5%	4%	7%	1%	1%	u	0.0	-7	-3%
Cc1ccc(S(=O)(=O)N(C)C)cc1NC(=O)C(C)OC(=O)C1CCCCC1 (configuration not stated)	-10%	1%	2%	1%	8%	4%	-0.1	4	-15%
CCC(Oc1ccccc1)C(=O)Nc1ccc(S(=O)(=O)NCC2CCCO2)cc1 (configuration not stated)	13%	0%	-8%	4%	-24%	1%	-2.5	x	-17%
CCCCNC(=O)c1cnc2n(c1=O)CCS2	3%	6%	0%	8%	20%	-25%	-1.9	0	-1%[57.5 µM]
CCN1C(=O)[C@H]2[C@@H](c3ccc(C)cc3)N3C(=O)N(c4cccc(Br)c4)C(=O)[C@@]3(Cc3ccccc3)[C@H]2C1=O	-21%	u	-6%	-6%	-11%	-3%	0.5	0	-16%
COc1ccc(-c2nn(-c3ccccc3)cc2C(=O)Nc2cccc(C(=O)O)c2)cc1[N+](=O)[O-]	-27%	-13%	-4%	6%	0%	-22%	-0.2	u	-14%
C=CCn1c2ccccc2c2nnc(SCC(=O)OCN3C(=O)c4ccccc4C3=O)nc21	-10%	-8%	3%	5%	21%	-4%	-0.5	1	-8%[57.5 µM]
Cc1ccc(C2=N/C(=C\N(C)C)C(=O)O2)cc1	3%	51%[activator]	-1%	2%	-17%	-9%	-0.6	x	0%
CCN(CC1COc2ccccc2O1)C(=S)NCCCN(C)C (configuration not stated)	0%	7.1µM*	-6%	-3%	-10%	2%	1.1	0	-28%
CN(C)c1ccc(/C=C2/C=C(c3ccc4c(c3)CCCC4)OC2=O)cc1	4%	16%	-3%	0%	-11%	2%	0.1	6	-12%
CS(=O)(=O)N(CC(=O)N1CCCCCC1)c1cccc(F)c1	-7%	7%	0%	-3%	6%	11%	0.0	5	i
O=S(=O)(c1ccc(=S)[nH]c1)N1CCCCC1	-12%	-19%	2%	-8%	2%	u	1.1	-1	i
Cc1ccc(S(=O)(=O)N2CCC(C(=O)NCCc3ccccc3)CC2)cc1	10%	0%	-15%	7%	2%	-5%	-0.6	x	i
C[C@H]1CCC[C@]2(O[C@H](CCO)C[C@@H](O)[C@@H]2O)O1	4%	13%	8%	-17%	6%	1%	0.9	2	-15%
Cc1ccc(S(=O)(=O)c2cc3c(=O)n4ccccc4nc3n(C)c2=N)cc1	1%	15%	0%	-8%	93%[activator]	2%	-0.3	5	-2%
O=C(COc1ccc(F)cc1)NCC1CCCO1 (configuration not stated)	-1%	8%	5%	10%	10%	-3%	-1.2	2	i
COc1nccnc1NS(=O)(=O)c1ccc(NC(=S)NC(=O)c2ccc(F)c(F)c2)cc1	-13%	13%	-6%	-5%	4%	-7%	0.0	-11	-22%
O=S(=O)(NC(=NCc1ccccc1)c1ccc(F)cc1)c1ccc(Cl)cc1	6%	11µM*	-5%	-10%	-1%	-5%	-0.3	3	-13%
COc1cccc(CN(CC(=O)NC2CCCC2)C(=O)CCC(=O)Nc2cc(C)on2)c1	5%	5%	0%	4%	-10%	0%	-1.1	-3	i
Cn1cc(Cl)c(C(=O)OCC(=O)Nc2ccccc2)n1	-4%	0%	10%	3%	13%	-14%	-1.7	2	-1%
Cc1ccc(C)c(N2CCN(c3ncnc4onc(C)c34)CC2)c1	x	-12%	-4%	x	-1%	x	x	x	i
Cc1ccc(C(=O)NC2(C(F)(F)F)NC(=O)N(c3ccc(Cl)cc3)C2=O)cc1 (configuration not stated)	-8%	5.6µM*	-4%	1%	-10%	-3%	-0.4	10	-8%
O=S(=O)(Nc1nc2ccccc2[nH]1)c1ccc2ccccc2c1	-3%	2%	6%	13%	1%	-9%	-0.9	x	-4%
N#CC(C#N)=C1NC2(CCCCC2)Cc2ccccc21	-21%	-4%	15%	7%	-10%	-13%	0.0	-1	-56%[inhibitor]
CC1CC(C)CN(c2cc(N(C)CCO)c([N+](=O)[O-])c3nonc23)C1 (configuration not stated)	-20%	1%[7.66 µM]	0%	-5%	14%[7.66 µM]	-1%	1.8	2	0%
O=C(NC1CCS(=O)(=O)C1)c1ccccc1Cl (configuration not stated)	-6%	1%	-2%	6%	-20%	4%	2.0	6	-7%
COc1ccc(NC(=O)C2CCCN(S(=O)(=O)c3c(C)[nH]c(=O)[nH]c3=O)C2)c(OC)c1 (configuration not stated)	x	2%	0%	x	-12%	x	x	x	-4%
CC[C@]1(C(=O)OC)[C@H]2C(=O)N(C)C(=O)[C@H]2[C@H]2CN=C(SCc3ccc(C)cc3)N21	-5%	2%	-2%	-11%	0%	-7%	0.6	6	-25%
COc1ccc(CCNC(=O)C2CCCN2C(=O)Nc2ccccc2)cc1OC (configuration not stated)	-8%	23%	5%	-3%	5%	-9%	-3.2	-5	-3%
Cc1ccc(OC(=O)N(C)C[C@@H]2OCc3cn(nn3)CCCC(=O)N([C@@H](C)CO)C[C@H]2C)cc1	23%	-12%	13%	14%	-17%	u	-0.7	-4	-17%
COCCNC(=O)CN(C(=O)CCC(=O)Nc1ccccn1)c1ccccc1F	-6%	0%	0%	7%	8%	-20%	0.4	3	-7%
Cc1c(C(=O)N2CCCC2)c(S(=O)(=O)NCC(C)c2ccccc2)c(C)n1C (configuration not stated)	-27%	2%	0%	4%	-7%	-21%	-1.5	5	3%
OC1C2CN3CCN(C2)CC1(Cc1ccccc1)C3 (configuration not stated)	4%	2%	1%	-4%	3%	-11%	0.2	-4	i
COc1ccccc1-n1cc(CN2CCCC(CO)(Cc3cccc(Cl)c3)C2)cn1 (configuration not stated)	5%	u	19%	-5%	-25%	3%	0.4	-4	-8%
Cc1cccc(NS(=O)(=O)c2cccc(C(=O)N3CCCC3)c2)c1	-5%	u	1%	7%	1%	-8%	-1.6	1	-2%
COc1ccc(S(=O)(=O)N(C)CC(=O)NC2CCCCC2)cc1OC	3%	0%	15%	2%	4%	-3%	1.1	x	-15%[57.5 µM]
COC(=O)c1c(NC(=O)CN2CCN(c3cccc(Cl)c3)CC2)sc(C)c1C	-25%	-8%	8%	2%	-1%	-10%	-2.9	6	i
COC(=O)c1ccccc1S(=O)(=O)NNC(=O)c1ccccc1-n1cccc1	-22%	-29%	-7%	-5%	-1%	-4%	-0.6	4	12%
O=C(c1ccccc1)N1CCC(c2nc(-c3ccc(S(=O)(=O)NCC4CCCO4)cc3)no2)CC1 (configuration not stated)	6%	-19%	-1%	-1%	u	0%	-0.3	x	-11%[57.5 µM]
O=C(Nc1ccccc1-c1nc2ccccc2s1)c1ccco1	2%	0%	4%	0%	-3%	-23%	0.5	2	i
CC(C)CN1C(=O)NC(NC(=O)c2cccs2)(C(F)(F)F)C1=O (configuration not stated)	5%	-1%	7%	-2%	3%	-4%	-4.2	x	i
O=C(NCCCCNC(=O)c1ccc(Br)s1)c1ccc(Br)s1	1%	3%	-11%	-1%	1%	0%	4.1	x	-10%[57.5 µM]
Cc1ccc(/C=N/NC(=O)CSc2nnc(-c3ccccc3)n2-c2ccc(Cl)cc2)o1	-15%	-28%	-1%	-4%	-16%	3%	-4.1	-9	-16%
CCOC(=O)c1cccc(NC(=O)CCS(=O)(=O)c2cccs2)c1	-2%	4%	1%	9%	1%	-9%	-2.0	x	13%[57.5 µM]
Cc1ccc(Nc2[nH]c(=O)c3ccccc3c2C(=O)c2ccccc2)cc1	2%	10%	5%	4%	12%	-10%	-0.2	-8	i
COc1cccc(C2C(C(=O)c3ccc(C)o3)=C(O)C(=O)N2c2cc(C)on2)c1 (configuration not stated)	6%	2%	-1%	11%	-12%	-15%	5.0	2	-5%
O=C(NNC(=O)C1CC2CCC1C2)c1sc2ccccc2c1Cl (configuration not stated)	3%	u	-4%	3%	-11%	2%	-0.3	-6	-29%
CC(/C=N/NC(=O)COc1ccccc1C)=N\NC(=O)COc1ccccc1C	14%	1%	-2%	4%	2%	-11%	-3.0	3	i
CC1CN(C(=O)CSc2nc(N)cc(N)n2)CC(C)O1 (configuration not stated)	-1%	0%	2%	0%	-3%	-1%	0.6	-3	i
CC(CCN1CCOCC1)c1ccccc1 (configuration not stated)	8%	4%	2%	11%	-9%	-8%	0.0	-1	-1%
OCCC1CN(CC(c2ccccc2)c2ccccc2)CCN1C1CCCC1 (configuration not stated)	-5%	u	11%	14%	-30%	-11%	-1.1	-6	i
O=C(C1CCCO1)N1CCN(S(=O)(=O)c2cccc3nsnc23)CC1 (configuration not stated)	9%	19%	-13%	-1%	-2%	3%	-0.8	-1	i
CCOc1ccc(NC(=S)N2CCC(C(=O)c3ccc(F)cc3)CC2)cc1	-2%	u	6%	12%	-3%	u	-0.3	6	-18%

Random excerpt: two entries already listed, in no set order.
SMILES	EPAC1 antag	GLP1R inv ag	GLP-1R agonist	EPAC1 agonist	HEK293 tox	PLK1 PBD block	IL2 activator	PI5P4K alpha inh	PTHR1 agonist
CCOc1ccc(NC(=S)N2CCC(C(=O)c3ccc(F)cc3)CC2)cc1	-2%	u	6%	12%	-3%	u	-0.3	6	-18%
OCCC1CN(CC(c2ccccc2)c2ccccc2)CCN1C1CCCC1 (configuration not stated)	-5%	u	11%	14%	-30%	-11%	-1.1	-6	i

Screening data deposited in PubChem by National Center for Advancing Translational Sciences (NCATS).
